Abeta yeast res: A-beta toxicity reversal in yeast | yeast expressing A-beta42, growth rescue, OD600, 48 h; response scale: 0% DMSO, 100% iron-clioquinol control | Potency, µM (series often up to 46.1 µM), inactives show at the highest dose growth rescue, usual class: activators | hit rate 0.063% among 410,000; also: potency is read from the fitted curve at half-maximal effect; nearly all actives have a fitted effect of over 55% in size
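Yeast A-beta toxicity model in growth medium with pinned compounds, 48 h at 30 C; growth read as absorbance at 600 nm. Normalized to FeCl3/clioquinol equimolar mix (positive) and DMSO (negative).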
TGFb SMAD3 inh: TGF-b pathway inhibition; HepG2 CAGA-GFP TGF-b/SMAD3 reporter, GFP fluorescence, 18 h; TGF-beta stimulated, 500 pg/mL final; Potency, µM (highest dose often 46.1 µM), without a hit: at the highest dose activity, negative = inhibition, actives largely listed as inhibitors; hit rate 1.2% among 410,000; also: potency is read from the fitted curve at half-maximal effect; % is scaled to controls: 0 for no effect and ±100 for the full control effect; nearly all actives have a fitted effect of over 65% in size
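Using HEPG2 CAGA-GFP reporter cells at 1000 cells/well, we pinned test compounds, stimulated with recombinant TGF-beta (500 pg/mL final) and measured total well GFP after 18 h.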
CCT modulator: cytosolic chaperonin activity modulation | activity change, % (no concentration beside the values), hits read low | purified chaperonin ATPase assay, HTRF ADP detection, 30 min | hit rate 0.3% among 360,000 | AID 651819; in the data active = activity change below about -30%; also: % is scaled to controls: 0 for no effect and ±100 for the full control effect
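TRiC (40 or 20 nM final, by batch activity) in 30 mM Tris pH 7.4, 100 mM KCl, 5 mM MgCl2, 1 mM DTT was treated with compound at 76 uM single dose, then 10 uM ATP, 30 min at 37 °C. ADP was read by HTRF Transcreener.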
Akt phos inh: Akt phosphorylation inhibition | Neuro2A IGF-stimulated pAkt S473 HTRF, 20 min; hits give low values | activity change, % for hits at 50 µM | hit rate 0.32% among 360,000; in the data active = activity change below about -80%; inconclusive = mostly about -51% to -80%; also: % is scaled to controls: 0 for no effect and ±100 for the full control effect
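Neuro2A cells in DMEM with 0.5% FBS, overnight at 37 deg C, given compound at single 50 µM final, then IGF (6 nM final) for 20 min at 37 deg C. Lysed; phospho-Akt Ser473 by HTRF after 24 h, 665/615 ratio.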
Nrf2 ARE act: activates Nrf2 signaling; Potency, µM (titrated, usually from 46.1 µM), for inactives: top-dose activation, most hits filed as activators; AREc32 ARE-luciferase reporter (MCF7-derived line), luminescence, 24 h; hit rate 0.31% among 410,000; also: potency is read from the fitted curve at half-maximal effect; % of control where 0% means no effect; nearly all actives have a fitted effect of over 65% in size
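AREc32_Fluc, 1000 cells/well, OPTI-MEM + 5% FBS, o/n 37 deg C 5% CO2; 23 nL cpd by pin tool, 24 hr; Steady-Glo 30 min RT, luminescence.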
A549 viability: kills or reduces viability of A549 cells in Nrf2 counter-screen | A549 ARE-Fluc cells, CellTiter-Fluor viability, 18-24 h | Potency, µM (series often up to 46 µM), inactives show at the top dose activity change, negative = cytotoxicity, usual class: inhibitors | hit rate 0.16% among 390,000 | AID 504648; also: potency is read from the fitted curve at half-maximal effect; % is scaled to controls: 0 for no effect and ±100 for the full control effect
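A549 ARE_Fluc cells in 5% FBS OPTI-MEM were exposed to compounds in concentration-response for 18-24 h at 37 deg C. Viability was read by CellTiter-Fluor fluorescence (Ex 405/Em 525) after 30 min, before the luciferase read.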
Nrf2 block: blocks Nrf2 signaling | Potency, µM (doses to about 46 µM), for the others: at the top dose activity change, negative = inhibition, usual class: inhibitors | hit rate 2.1% among 360,000 | AID 504444 | A549 ARE-Fluc reporter, luciferase luminescence, 18-24 h; also: potency is read from the fitted curve at half-maximal effect; % is scaled to controls: 0 for no effect and ±100 for the full control effect; nearly all actives have a fitted effect of over 60% in size
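Two sequential reads on A549 ARE_Fluc cells exposed to compound for 18-24 h: a CellTiter-Fluor fluorescence read for viability, then a luciferase luminescence read for Nrf2/ARE activity.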
Mm-Cpn inhibitor: blocks the Methanococcus maripaludis chaperonin Mm-Cpn; purified Mm-Cpn ATPase, ADP Transcreener TR-FRET; Potency, µM (top dose mostly 76.9 µM), for inactives: at the top dose activity, negative = inhibition, hits mostly inhibitors; hit rate 0.031% among 330,000; AID 504842; also: potency is read from the fitted curve at half-maximal effect; % is scaled to controls: 0 for no effect and ±100 for the full control effect; nearly all actives have a fitted effect of over 80% in size
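Reaction buffer contained 30 mM Tris pH 7.4, 100 mM KCl, 5 mM MgCl2 and 1 mM DTT. Mm-CPN (25 nM final) hydrolysed 10 uM ATP over 30 min at 37°C; ADP was read by HTRF.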
HepG2 viability: counter-screen for TGF-b inhibitors: cytotoxicity in HepG2 cells. HepG2 CAGA-GFP viability, ATP luminescence, 18 h. Potency, µM (titrated, usually from 46.1 µM), without a hit: at the highest dose activity change, negative = cytotoxicity, hits mostly cytotoxic. hit rate 0.76% among 410,000; also: potency is read from the fitted curve at half-maximal effect; some results filed as inactive show a strong effect at the top dose
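CellTiter-Glo luminescence gave cytotoxicity after 18 hours at 37 degrees C. The cells were HepG2 CAGA-GFP in 1% FBS DMEM, stimulated with 500 pg/mL TGF-beta after compound addition. %Activity was normalised to no-cell wells (complete cell-killing) and DMSO (no toxicity), and curves were fitted and classified.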
* hit, by the source's call; i = inactive; ? = inconclusive; nt = no result given; & = joins results of further samples; [ ] = dose if it differs, or a comment. Unless noted, calls follow the shape of the dose curve; as a rule, active = well fitted curve in the direction sought with a large enough effect; inconclusive = small, poorly fitted or top-dose-only effect, or another doubt; inactive = no such curve, though single readings can be large; an effect the other way counts as inactive or inconclusive.

SMILES	Abeta yeast res	TGFb SMAD3 inh	CCT modulator	Akt phos inh	Nrf2 ARE act	A549 viability	Nrf2 block	Mm-Cpn inhibitor	HepG2 viability
Cc1ccc(N/C=C2\C(=O)C3(C)CCC2C3(C)C)cc1C (stereo not given)	11.6%	-9.5%	1.3	i	3.1%	0.0%	4.0%	0.6%	-10.2%
Nc1[nH]c(C(=O)c2ccccc2)c(-c2ccc([N+](=O)[O-])cc2)c1C(=O)NCCc1c[nH]c2ccccc12	-7.6%	nt	-1.0	i	4.1%	nt	nt	nt	nt
Cc1ccc(C(=O)N/N=C/c2cc(C)n(-c3ccc(Br)cc3)c2C)cc1[N+](=O)[O-]	-14.3%	4.2%	1.7	i	2.2%	5.7%	-1.8%	-0.9%	-28.0%
CCCc1cc(C(=O)N2CCCC(Cc3cccc(Cl)c3)(C(=O)OCC)C2)n(C)n1 (stereo not given)	-9.6%	?	-1.9	i	-0.1%	-5.7%	13.4%	-1.4%	-18.5%
CCCOc1ccc(N2C(=O)CC(N(Cc3ccco3)C(=O)CCC(=O)O)C2=O)cc1 (stereo not given)	1.2%	5.2%	1.4	i	-0.4%	5.6%	-5.2%	-3.2%	10.3%
O=C(CN1CCOCC1)N1CCCc2c1c(=O)oc1ccc(OCc3ccccc3)cc21	-21.4%	-0.2%	0.0	i	0.1%	-1.8%	15.7%	-0.4%	-31.8%
CCOC(=O)C1=C(CC)Nc2ccccc2N=C1NC(=O)c1ccc(OC)c(S(=O)(=O)N2CCOCC2)c1	-3.8%	1.6%	1.0	i	-0.3%	-1.1%	-6.9%	nt	-13.3%
Cc1ccc(CNC(=O)c2cnc(N3CCCCC3)c3ccccc23)cc1	9.5%	11.2µM*	nt	nt	0.9%	-6.9%	nt	nt	0.6%
NCCCCCc1cn([C@@H](CCC(=O)O)C(=O)NCCCCCCCCCCC(=O)N2CCNCC2)nn1	-5.7%	-17.4%	0.0	i	-1.1%	-3.0%	-10.1%	0.7%	-23.8%
Cc1cccc(C(=O)Nc2ccc(O)c3c(=O)cc(-c4ccccc4Cl)oc23)c1	-2.3%	-6.4%&-17.6%	-2.7	i	0.5%	-7.8%&-4.6%	?	-7.7%	1.2%&-8.7%
CCOC(=O)c1ccc(NC(=O)c2c(NCc3cc(OC)c(OC)cc3OC)sc3c2CCCC3)cc1	-0.9%	0.0%	nt	nt	13.0%	-0.9%	nt	nt	-26.3%
CCOC(=O)C1=C(COC(=O)c2c(OC)cccc2OC)NC(=O)NC1C (stereo not given)	-5.0%	6.0%	-0.8	i	0.3%	2.4%	-14.9%	5.2%	3.9%
Cc1cc(C)cc(C(=O)NC(=S)Nc2ccc3[nH]c(=O)[nH]c3c2)c1	0.0%	0.2%	0.9	i	-0.2%	-4.9%	-2.3%	-1.8%	-30.2%
O=C(NCCc1ccccc1)C(=O)NCC1CCCO1 (stereo not given)	-7.7%	15.4%	2.7	i	-0.3%	1.4%	?	0.3%	6.7%
Cc1cccc(C)c1NC(=O)COC(=O)CCc1c[nH]c2ccccc12	2.6%	-2.7%	-1.5	i	-0.3%	-0.5%	3.6%	1.7%	0.0%
CCS(=O)(=O)N1CCN(Cc2nc3ccccc3c(=O)[nH]2)CC1	-3.7%	-8.2%	-3.2	i	-0.1%	3.1%	3.3%	-2.1%	-1.4%
CCOc1ccc(-c2c(C(=O)N/N=C/c3cccc(Br)c3)nnn2-c2nonc2N)cc1	nt	-22.7%	0.2	i	-0.7%	12.4%	-7.5%	-1.2%	-37.4%
CCCCc1ccc(NC(=O)CSc2nnc3[nH]c(=O)cc(C)n23)cc1	-9.8%	-5.8%	nt	nt	0.1%	-1.9%	nt	nt	-16.2%
Cc1c(CC(=O)O)c(=O)oc2c(C)c(OCc3ccccc3Br)ccc12	-2.5%	84.3%[activator]	-1.6	i	0.0%	-0.2%	5.8%	-6.2%	10.4%
CC1=CSC2=NC(=O)/C(=C\c3cccn3-c3ccccc3)C(=N)N12	0.3%	-21.3%	0.4	i	3.0%	-16.6%	-5.1%	-12.2%	2.0%

Reprinted at random: 2 records from the list.
SMILES	Abeta yeast res	TGFb SMAD3 inh	CCT modulator	Akt phos inh	Nrf2 ARE act	A549 viability	Nrf2 block	Mm-Cpn inhibitor	HepG2 viability
Cc1ccc(C(=O)N/N=C/c2cc(C)n(-c3ccc(Br)cc3)c2C)cc1[N+](=O)[O-]	-14.3%	4.2%	1.7	i	2.2%	5.7%	-1.8%	-0.9%	-28.0%
Cc1c(CC(=O)O)c(=O)oc2c(C)c(OCc3ccccc3Br)ccc12	-2.5%	84.3%[activator]	-1.6	i	0.0%	-0.2%	5.8%	-6.2%	10.4%

Further results follow:
SMILES	Abeta yeast res	TGFb SMAD3 inh	CCT modulator	Akt phos inh	Nrf2 ARE act	A549 viability	Nrf2 block	Mm-Cpn inhibitor	HepG2 viability
CCC(=O)NC1CCN(C(=S)NC)CC1	-6.4%	6.8%	2.0	i	0.1%	0.4%	?	-0.6%	11.8%
CCN(CC(=O)NCc1cccs1)C(=O)c1cc(S(=O)(=O)NCc2ccccc2)ccc1C	-4.6%	-26.8%	-1.4	i	-0.6%	-5.1%	-19.7%	0.4%	17.9%
CCn1c(C)cc2c(c1=O)C(c1ccccc1)C(C(=O)OC)=C(N)O2 (stereo not given)	-9.3%	-2.4%	-14.3	i	-0.5%	12.6%	9.1%	-7.0%[15.4 µM]	-2.3%
CC(=O)Nc1ccc(NC(=O)c2cc(-c3ccc(F)cc3C)n[nH]2)cc1	-10.4%	22.7%	-1.5	i	0.5%	nt	nt	nt	-13.5%
COC(=O)c1[nH]c2cc(OC)ccc2c1NC(=O)c1ccc2c(c1)OCO2	5.6%	13.9%	-1.3	i	-0.4%	nt	5.1%	-1.5%	-18.7%
COC(=O)c1ccc(OCC2c3cc(OC)c(OC)cc3CCN2C(=O)C(C)C)cc1 (stereo not given)	-17.1%	-11.6%	nt	nt	4.9%	-1.5%	nt	nt	-4.6%
CN(CCNC(=O)c1ccc(CS(=O)(=O)c2ccc(Br)cc2)o1)CCc1ccccc1	nt	-20.1%	-0.4	i	1.2%	-6.1%	-3.4%	2.0%	-29.3%
O=C(NC1CCCCC1)c1cccc(NC(=O)c2ccccc2Cl)c1	-1.5%	-1.2%	-1.4	i	1.9%	nt	nt	nt	-2.3%
COCc1cc(C)nc2sc(C(=O)OC(C)C)c(N)c12	-39.1%[inhibitor]	23.2%	-0.6	i	7.4%	12.2%	nt	-4.4%	-62.4%
NS(=O)(=O)c1cccc(NC(=O)CSc2nnc(NC3CC3)s2)c1	1.5%	6.5%	-2.5	i	0.2%	nt	nt	nt	4.2%
COc1cc(C(=C(CC(=O)O)C(=O)O)c2ccc3c(c2)OCO3)cc(OC)c1OC	4.5%	0.0%	0.1	i	4.2%	-13.1%	2.0%	nt	-40.4%
CC(=O)C1=C(C)NC(SCC(N)=O)=C(C#N)C1c1sccc1C (stereo not given)	2.5%	-2.9%	0.1	i	-0.4%	14.8%	?	1.6%	5.2%
CCOc1ccc(CCNC(=O)c2cc3c(=O)n(CC)c4ccccc4c3s2)cc1OCC	-8.5%	?	nt	nt	-0.1%	-1.2%	1.4%	nt	-9.6%
CCOC(=O)N1CCC(Nc2c(N3CCN(c4cccc(C(F)(F)F)c4)CC3)c(=O)c2=O)CC1	1.6%	-29.3%	0.2	i	0.1%	2.8%	?	1.2%	-26.1%
Cc1ccc(C)n1-c1sccc1C(=O)O	-17.0%	-1.7%	-1.1	i	0.1%	?	4.9%	-3.4%	2.5%
Cc1cnc(C(=O)OCC(=O)Nc2ncc(Cl)cc2Cl)cn1	9.4%	4.2%	1.4	i	-0.5%	4.3%	17.0%	1.4%	-0.1%
O=C1CSC(c2cccc(F)c2)N1c1c(F)cccc1F (stereo not given)	-0.6%	2.9%	-3.3	i	-0.5%	-1.0%	3.8%	-1.0%	0.2%
C/C(=N/N=C1/NC(=O)CC(C(=O)Nc2ccccc2)S1)c1cccs1 (stereo not given)	12.2%	-8.8%	-1.7	i	13.5%	-7.6%	-41.7%	0.6%	-2.4%
COC(=O)CN1C(=O)COc2ccc(S(=O)(=O)N3CCCCCC3)cc21	-7.1%	-1.9%	-1.3	i	0.1%	-4.8%	8.5%	2.3%	-0.7%
O=C(Nc1nnc(C2CC2)s1)C1CCCCC1	2.7%	8.1%	-0.7	i	0.6%	0.0%	28.7%	0.2%	8.9%
COc1ccccc1N1CCN(Cc2cc3c(cc2Br)OCCO3)CC1	-4.6%	-12.8%	0.3	i	0.7%	-2.9%	-7.0%	1.1%	-3.2%
Cn1c(-c2c(N)n(CCc3ccccc3)c3nc4ccccc4nc23)nc2ccccc21	-3.3%	-2.5%	-0.8	i	0.1%	2.8%	-3.5%	-4.1%	-39.6%
COc1cc(/C=C2\CCCc3c2nc2ccccc2c3C(=O)O)cc([N+](=O)[O-])c1O	-13.2%	-7.3%	2.3	i	-0.8%	?	-2.3%	-7.6%	-2.1%
Cc1ccc2nc(Cl)c3cc(C(=O)NCCCN4CCC(C)CC4)sc3c2c1	-8.8%	-6.2%	nt	nt	10.2%	6.7%	1.5%	nt	1.7%

Screens as filed in PubChem.
